Screens deposited in PubChem by several laboratories.
S1P4 antagonist: S1P4 receptor antagonists, primary screen, cell-based. inhibition, % at 4.98 µM. 220,000 tested, 0.26% active. Sphingosine 1-phosphate receptor 4 (Homo sapiens), O95977. S1P4-expressing cells, antagonist mode, reporter read-out; in the data active = inhibition above about 29%;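 note: 0% = wells stimulated with agonist and 100% = vehicle wells without agonist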
S1P4 ag: S1P4 receptor agonists, primary screen, cell-based; Sphingosine 1-phosphate receptor 4 (Homo sapiens), O95977; S1P4-expressing cell line, agonist reporter assay; activation, % at 4.98 µM; 220,000 tested, 0.35% active; AID 1509, 2009; in the data active = activation above about 11%;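 note: 0% = DMSO vehicle and 100% = reference agonist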
eIF4E 4G PPI: eIF4E–eIF4G protein interaction inhibitors, primary screen, biochemical, uHTS, TR-FRET, eIF4GI fragment. TR-FRET eIF4E-eIF4GI(517-606) binding, 2 h. inhibition, % at 21.7 µM. 220,000 tested, 0.37% active. AID 782, 2007;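 active = inhibition above about 30%, limit read from the data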;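 note: 0% = full FRET control wells and 100% = background wells lacking eIF4GI fragment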
NPY-Y1 PAM-ag: NPY-Y1 receptor potentiators or agonists, primary screen, cell-based; Neuropeptide Y receptor type 1 (Homo sapiens), P25929; NPY-Y1 expressing cells, potentiator/agonist activation; activation, % at 3.6 µM; 220,000 tested, 0.37% active; in the data active = activation above about 33%, passing the limit was not always enough;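 note: cells stimulated with NPY at EC10 then isoproterenol at EC100; 0% = low agonist plus stimulus and 100% = saturating agonist plus stimulus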
p97 ATPase inh: inhibitors of human p97 ATPase, primary screen, biochemical. Transitional endoplasmic reticulum ATPase (Homo sapiens), P55072. recombinant p97 ATPase, Kinase-Glo ATP luminescence, 3 h. inhibition, % at 8 µM. 220,000 tested, 0.42% active; in the data active = inhibition above about 15%;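 note: 0% = DMSO vehicle and 100% = wells lacking enzyme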
Target sequence (P55072 whole entry, looked up): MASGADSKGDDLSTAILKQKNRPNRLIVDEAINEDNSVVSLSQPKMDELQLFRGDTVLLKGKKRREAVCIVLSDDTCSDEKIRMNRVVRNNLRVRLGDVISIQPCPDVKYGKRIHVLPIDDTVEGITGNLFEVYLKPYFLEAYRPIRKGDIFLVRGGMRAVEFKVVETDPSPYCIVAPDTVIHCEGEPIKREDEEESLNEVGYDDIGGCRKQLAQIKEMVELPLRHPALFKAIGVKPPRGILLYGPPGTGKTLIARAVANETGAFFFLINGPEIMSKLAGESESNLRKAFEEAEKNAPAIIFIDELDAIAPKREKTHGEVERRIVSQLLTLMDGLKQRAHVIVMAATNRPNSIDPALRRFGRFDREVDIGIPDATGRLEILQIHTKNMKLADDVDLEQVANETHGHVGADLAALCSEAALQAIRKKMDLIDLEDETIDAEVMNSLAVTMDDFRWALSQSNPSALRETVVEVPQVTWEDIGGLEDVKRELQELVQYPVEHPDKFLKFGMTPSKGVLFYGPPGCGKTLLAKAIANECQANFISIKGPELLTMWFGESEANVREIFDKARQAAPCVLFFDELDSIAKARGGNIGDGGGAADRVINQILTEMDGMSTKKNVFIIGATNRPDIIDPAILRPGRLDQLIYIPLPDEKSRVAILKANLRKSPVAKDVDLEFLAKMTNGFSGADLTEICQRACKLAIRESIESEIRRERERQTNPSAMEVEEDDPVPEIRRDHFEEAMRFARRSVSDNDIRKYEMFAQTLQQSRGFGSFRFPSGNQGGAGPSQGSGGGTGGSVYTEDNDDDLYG
EP2 mod: EP2 receptor modulators, cAMP readout, primary screen, cell-based, HTRF cAMP, PGE2 stimulation | 260,000 tested, 0.83% active | AID 940, 2007 | EP2-expressing cells, cAMP HTRF FRET, PGE2 co-stimulation | induction, % at 25 µM | Prostaglandin E2 receptor EP2 subtype (Homo sapiens), P43116;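 active = compounds whose cAMP rise, as percent of the full-agonist control response, exceeds 60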;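 note: rat C6 glioma line stably carrying human EP2 under a CMV promoter; the protocol text gives 20 µM as final concentration; 100% = response of wells given 1 µM PGE2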
PGE2 EP2 inh: human EP2 receptor antagonists, primary screen, TR-FRET cAMP, C6 glioma cells; 260,000 tested, 0.52% active; inhibition, % at 25 µM; C6 glioma cells expressing human EP2; cells stimulated with saturating PGE2; Prostaglandin E2 receptor EP2 subtype (Homo sapiens), P43116; AID 1422, 2008;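 active = percent inhibition above 40 after rounding to a whole number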;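 note: rat C6 glioma host cells with rolipram phosphodiesterase inhibitor present; the protocol text gives 20 µM as final concentration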
NPY-Y2 PAM-ag: NPY-Y2 potentiators or agonists, primary screen, cell-based | cells expressing NPY-Y2, potentiator/agonist read-out | AID 1359, 2008 | Neuropeptide Y receptor type 2 (Homo sapiens), P49146 | activation, % at 3.6 µM | 220,000 tested, 0.45% active; in the data active = activation above about 27%;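 note: cells stimulated with NPY near EC25 plus isoproterenol at EC100; 0% = vehicle plus submaximal agonist and 100% = vehicle plus saturating agonist; some results beyond the cut were filed as inactive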
NPY Y1 blocker: NPY-Y1 receptor antagonists, primary screen, cell-based; 200,000 tested, 1% active; HEK293-CNG Y1 cells, membrane potential fluorescence; NPY at EC95, then isoproterenol; Neuropeptide Y receptor type 1 (Homo sapiens), P25929; inhibition, % at 3.6 µM; AID 1040, 2008;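 active = inhibition above the campaign mean inhibition of all tested compounds plus 3 SD, cut at about 20% in these data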;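 note: 0% = DMSO wells given NPY plus isoproterenol and 100% = isoproterenol alone without NPY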
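Material: HEK293 cells with Y1 receptor plus CNG channel; times: compound incubation 1 h at room temperature, readout 45 min post-stimulation; signal: fluorescence, membrane potential probe; read-out basis: fluorescence ratio normalized to % inhibition between controls; benchmarks: full-block control isoproterenol-only wells, zero-block control NPY plus isoproterenol wells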
* = called active by the depositor; · = not tested or not shown; & = joins results of further samples; [ ] = dose if it differs, or a comment. Not all compounds are listed. The share of hits here may be higher or lower than overall.

Fields: S1P4 antagonist	S1P4 ag	eIF4E 4G PPI	NPY-Y1 PAM-ag	p97 ATPase inh	EP2 mod	PGE2 EP2 inh	NPY-Y2 PAM-ag	NPY Y1 blocker
> CC1(C)C2CCC1(C)C(OC(=O)C[n+]1ccccc1N)C2 (stereo not given)
→ -2	-0.3	0	4	5	21	9	-8	·
> Nc1c(C(O)(C(F)(F)F)C(F)(F)F)cc(C(O)(C(F)(F)F)C(F)(F)F)c2ccccc12
→ 2	0.7	-5	48*	8	-12	25	77*	-26
> FCCCOc1ccc(/C=N/OCc2c(Cl)cccc2Cl)cc1
→ -20	2.3	4	18	-3	2	10	10	-1
> Cc1nn(C)c(C)c1Nc1ccc(N2C(=O)C3CC=CCC3C2=O)cc1[N+](=O)[O-] (stereo not given)
→ -28	0.8	8	-11	2	-4	3	6	-8
> NS(=O)(=O)c1ccc(CNC(=O)NC2(c3ccccc3)CC2)cc1
→ -4	-1.8	1	9	-8	16	9	4	4
> Cc1cccc(NC(=O)CCSc2nnc(Cc3ccccc3)o2)c1
→ -15	-1.9	2	-22	2	-14	7	-28	5
> CCOC(=O)C(=N/O)/C(C)=N/NC(=O)C(=O)Nc1ccc(Cl)cc1
→ 5	0.7	3	-21	-2	-26	5	-1	·
> O=C(NCCO)/C(=C\c1ccc(Br)cc1)NC(=O)c1cccs1
→ -10	1.6	-3[fluorescence artefact?]	-14	5	3	8	10	13
> COc1ccc(/C=C2\SC(N3CCc4ccccc4C3)=NC2=O)cc1
→ -11	-2.4	1	-25	0	-2	4	-14	16
> CC(C)C(NC(N)=O)C(=O)NC1CCCCC1 (stereo not given)
→ -10	-1.0	-4	11	2	21	1	9	2
> Cc1ccc2c(c1)C(=C(C#N)C#N)C(=O)N2CCN1CCOCC1
→ -8	2.0	4	-19	5	-54	10	-6	·
> CCOC(=O)c1ccc2[nH]c3c(c2c1)CCCC3O (stereo not given)
→ -2	1.4	-3	-9	1	-2	5	4	7
> O=C(CN(C(=O)c1ccc(Cl)cc1)C1CCCCC1)Nc1ccc(Cl)c([N+](=O)[O-])c1
→ -17	0.0	2[fluorescence artefact?]	-19	-1	-2	14	-2	13
> CC(=O)C1=C(O)C=C(c2ccco2)CC1c1ccco1 (stereo not given)
→ 20	2.0	-2[fluorescence artefact?]	11	5	34	11	16	2
> O=C(Nc1c(C(=O)N2CCOCC2)cnn1-c1ccccc1Cl)c1ccco1
→ -15	1.1	2	-2	0	-1	6	-11	0
> CC(C)c1ccc(OCC(O)Cn2cnc3ccccc32)cc1 (stereo not given)
→ -8	-1.7	-1	25	2	11	15	5	-5
> C/C=C/Cn1c(Br)nc2c1c(=O)[nH]c(=O)n2C
→ 1	-0.4	-1[fluorescence artefact?]	-26	1	10	6	-2	2
> Cc1cccc(NC(=O)CC2CCC2)c1
→ -4	-0.3	1	-32	-2	-11	6	-2	6
> CC(C)NC(=S)N(CCc1ccncc1)C(C)C
→ 9	-0.6	-2	8	3	17	8	-7	0
> COCCCNC(=O)CN(c1cc([N+](=O)[O-])ccc1OC)S(C)(=O)=O
→ 11	-0.5	10	-3	7	22	7	-5	-1
> Cc1ccnc2c1NC(=O)c1cccnc1N2C1CC1
→ -2&11	-0.7&0.8	4&-2	1&8	0&6	27	7	11&12	6&3
> O=C(Cn1c(-c2ccccc2)c[n+]2ccsc12)c1ccc([N+](=O)[O-])cc1
→ 1	0.3	1	2	6	12	4	10	10
> O=C(O)c1ccc(N2CC3CC(C2)c2cccc(=O)n2C3)c(NC(=S)Nc2ccc(Cl)cc2Cl)c1 (stereo not given)
→ -17	0.3	-2	-19	5	-50	3	-1	4
> O=C(Nc1cccc([N+](=O)[O-])c1)ONC1=NCCCCC1
→ -44	1.1	-8	20	1	-5	2	-6	·
> O=C(C1CCN(Cc2cc(Cl)ccc2O)CC1)N1CCN(Cc2ccccc2)CC1
→ -16	1.0	82*	-7	-4	6	·	-6	11
> COc1cc(OC)cc(C(=O)Nc2ncc3c(n2)CC(C)CC3=O)c1 (stereo not given)
→ -3	-0.5	·	7	1	·	15	16	0
> Cc1nn(-c2ccc(C(F)(F)F)cn2)c(C)c1Oc1ccccc1O
→ 2	1.9	9	-34	-2	15	17	-23	2
> CN(Cc1ccon1)C(=O)CC1C(=O)NCCN1CC(C)(C)C (stereo not given)
→ -15	0.9	2	3	2	19	4	-6	11
> O=C(C1=C[C@H](C2CCCCC2)C[C@H](OCCCCO)O1)N1CCN(Cc2ccccc2)CC1
→ 5	-0.5	-1	-27	-2	-39	6	15	0
> CCOP(=O)(OCC)C(NC(=O)Nc1cccc(Cl)c1)c1ccccc1 (stereo not given)
→ -4	0.7	0[fluorescence artefact?]	0	-5	0	6	-10	1
> COc1ccc(OC)c(NC(=O)c2cccc(S(=O)(=O)N(Cc3ccccc3)c3ccccc3OC)c2)c1
→ -15	0.3	0	-25	-10	20	11	-17	4
> O=C(OCC1CC(c2ccccc2)=NO1)c1ccc(Cl)cc1 (stereo not given)
→ 1	2.1	-6	18	4	13	10	-12	8
> Cn1ccc2c([N+](=O)[O-])cccc2c1=O
→ -10	1.1	2	-1	5	16	8	4	0
> CCOC(=O)c1c(NC(=O)CN2C(=O)NC3(CCCCC3)C2=O)sc(C)c1-c1ccc(C)cc1
→ -17	-0.9	7	1	4	57	9	4	-7
> CC1CCCCC1NC(=O)CN(C)S(=O)(=O)c1cccc2cccnc12 (stereo not given)
→ 1	0.2	-11	1	-6	-44	5	0	·
> N#Cc1nc(COc2ccccc2)oc1NCCCn1ccnc1
→ 12	-2.0	10	3	3	-6	·	4	10
> CCOC(=O)c1ccc(N2C(=O)CC(N3CCN(Cc4ccccc4)CC3)C2=O)cc1 (stereo not given)
→ -5	-0.7	7	-15	1	14	15	9	0
> CCn1nc2cc(C(=O)NCC34CC5CC(CC(C5)C3)C4)ccc2c1OC
→ -7	-1.6	17	-17	-3	-10	6	-20	3
> N#Cc1ccc(-n2nccc2-c2cnc3n(c2=O)CCS3)cc1
→ -15	2.0	12[fluorescence artefact?]	-5	3	21	13	8	-4
> Cc1ccc(S(=O)(=O)N(CC(=O)Nc2cccc([N+](=O)[O-])c2)Cc2ccc(Cl)cc2)cc1
→ -7	-0.4	1	-31	1	15	13	-6	2
> CS(=O)(=O)N1CCN(C(=O)c2cc(-c3ccncc3)nc3ccc(Cl)cc23)CC1
→ -19	-2.7	4	8	2	-3	16	6	-6
> COc1ccccc1N(C)S(=O)(=O)c1ccc(C(=O)NCc2ccc3c(c2)OCO3)cc1
→ 2	0.3	-2	-19	0	-48	8	-15	2
> CCSc1cc(C)nc2c(-c3ccc(Cl)cc3)c(C)nn12
→ -4	0.9	0	-21	-2	-26	9	-10	0
> O=Nc1ccc(NOC(=O)c2ccccc2Br)cc1
→ -8	0.1	-3[fluorescence artefact?]	2	10	-79	7	3	-5
> O=C(NC1CCCC1)c1ccc2nc(-c3ccco3)c(-c3ccco3)nc2c1
→ -3	0.1	15[fluorescence artefact?]	0	5	0	·	0	-1

Full records from above. Values in the order: S1P4 antagonist | S1P4 ag | eIF4E 4G PPI | NPY-Y1 PAM-ag | p97 ATPase inh | EP2 mod | PGE2 EP2 inh | NPY-Y2 PAM-ag | NPY Y1 blocker
`CCOC(=O)c1ccc(N2C(=O)CC(N3CCN(Cc4ccccc4)CC3)C2=O)cc1` (stereo not given) across the screens: -5 | -0.7 | 7 | -15 | 1 | 14 | 15 | 9 | 0
`O=Nc1ccc(NOC(=O)c2ccccc2Br)cc1` across the screens: -8 | 0.1 | -3[fluorescence artefact?] | 2 | 10 | -79 | 7 | 3 | -5

(listing goes on)
Fields: S1P4 antagonist	S1P4 ag	eIF4E 4G PPI	NPY-Y1 PAM-ag	p97 ATPase inh	EP2 mod	PGE2 EP2 inh	NPY-Y2 PAM-ag	NPY Y1 blocker
> O=C(CC(=O)NN=C1CCCC1)NCCc1ccccc1
→ 5	0.1	-2	8	5	-3	5	-2	-3
> CCCC(=O)NC(=S)Nc1cccc(NC(=O)c2ccc(Cl)cc2Cl)c1
→ -12	1.1	-1	12	5	-8	19	-13	2
> CC(C)CCn1nnnc1C(c1ccccc1)N1CCN(C)CC1 (stereo not given)
→ -5	1.6	9[fluorescence artefact?]	-1	-7	13	11	8	-1
> COc1ccc(Br)cc1CNC(=O)C1CCN(S(=O)(=O)N2CCC(C)CC2)CC1
→ -7	2.8	5[fluorescence artefact?]	-10	-1	4	7	-6	-6
> Cc1ccc2oc(=O)c(/C=C(\O)c3cccs3)nc2c1
→ 2	0.7	0	1	-3	2	6	-21	·
> COCc1[nH]c(=S)[nH]c(=O)c1C
→ -10	1.9	-4	6	1	3	6	-2	·
> CN1CCN(CCCNC(=O)c2ccc(Cn3c(=S)[nH]c4ccc(Br)cc4c3=O)cc2)CC1
→ -21	0.8	-2	6	2	-8	9	-8	3
> O=C(Nc1ccc(OC(F)F)c(Cl)c1)c1cccc(OC(F)F)c1
→ -6	-0.8	15	-3	2	-25	4	3	-3
> Cc1ccc(NCc2nnc(SCC(=O)N3CCCCC3)n2CC2CCCO2)c(C)c1 (stereo not given)
→ -8	-0.3	·	14	2	-5	3&12	0	-3
> O=C1c2ccccc2NC2(CCCC2)N1NS(=O)(=O)c1ccccc1
→ -7	0.8	3	-14	0	9	2	-5	1
> CN(C[C@H](Cc1ccccc1)N(C[C@@H](Cc1cccc2ccccc12)N(CCc1ccccc1)N=O)N=O)N=O
→ -7	-1.4	2	-3	1	21	8	3	-1
> CCOC(=O)Cn1c(CN(C)Cc2ccccc2)nc2c1c(=O)n(C)c(=O)n2C
→ -15	1.5	·	-8	0	·	6	2	6
> Clc1ccc(-c2csc(N/N=C/c3ccco3)n2)cc1
→ -1	0.4	5	14	9	-29	26	-1	·
> Cc1cc(C(=O)CN2C(=O)c3ccccc3S2(=O)=O)c(C)n1CC1CCCO1 (stereo not given)
→ -11	0.7	-3	12	3	-2	10	9	-10
> O=C(CCCN1C(=O)/C(=C/c2ccccc2)SC1=S)Nc1cccc(O)c1
→ -8	-1.2	1	7	-2	-80	70*	14	-1
> CC(=O)c1ccc(N2CCN(c3ccc(C(F)(F)F)cn3)CC2)cc1
→ 4	1.3	-1[fluorescence artefact?]	-5	0	32	14	3	0
> CCOc1ccccc1Oc1ccc(C(F)(F)F)cn1
→ -16	3.0	-2	24	2	12	15	-5	0
> CCCCC(=O)N(c1ccc(OCC)cc1)C1C=CS(=O)(=O)C1 (stereo not given)
→ -23	-1.1	-1	5	0	9	5	-1	4
> Cc1cn(C2OC(COC(=O)c3ccccc3)C(O)C2O)c(=O)[nH]c1=O (stereo not given)
→ 6	0.3	-5[fluorescence artefact?]	0	-3	26	5	-5	0
> COc1ccc(NC(=O)C2CCC(CNS(=O)(=O)c3cccs3)CC2)cc1 (stereo not given)
→ -14	2.5	-2	-6	3	-2	13	5	-6
> CN(C)c1ccc(-n2cccc2/C=N/n2cnnc2)cc1
→ -5	1.9	1	3	2	-4	7	5	-3
> COc1cc(C(=O)NCCC(=O)N2CCN(C)CC2)cc(OC)c1OC
→ 1	0.3	0	25	2	25	9	-1	2
